SENP8 block-1 = blocks the human protease SENP8 | inhibition, % at 10 µM | AID 2540 | 1.2% of 330,000 active | purified SENP8, Z-RLRGG-aminoluciferin cleavage, luminescence | Q96LD8; in the data active means inhibition above about 50%
Target sequence (Q96LD8 whole entry, looked up): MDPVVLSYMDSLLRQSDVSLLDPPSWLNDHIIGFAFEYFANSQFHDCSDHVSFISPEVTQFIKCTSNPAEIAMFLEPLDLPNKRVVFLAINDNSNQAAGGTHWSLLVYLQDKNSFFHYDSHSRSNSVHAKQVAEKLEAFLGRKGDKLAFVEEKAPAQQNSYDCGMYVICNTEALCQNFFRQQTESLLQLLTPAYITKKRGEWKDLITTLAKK
PfGluPho inh = PfG6PD (Plasmodium falciparum) enzyme inhibition | PfGluPho enzyme, NADPH resazurin-diaphorase fluorescence | inhibition, % at 20 µM | 0.78% of 350,000 active | AID 504690;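 active means inhibition reaching at least a set limit at 20 µM in the primary screen, cut at about 59% in these data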;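 further: 0% = DMSO wells with substrate and 100% = DMSO wells lacking glucose-6-phosphate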
SENP7 block = blocks the human protease SENP7 | Q9BQF6 | recombinant SENP7, Z-RLRGG-aminoluciferin luminescence, 40 min | inhibition, % at 5 µM | 1.5% of 330,000 active | AID 434973;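 active means inhibition above about 50% at the single test dose, limit read from the data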;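 further: plate controls were DMSO with enzyme for no effect and no enzyme buffer wells for full effect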
Target sequence (Q9BQF6 706-1050 limits assumed): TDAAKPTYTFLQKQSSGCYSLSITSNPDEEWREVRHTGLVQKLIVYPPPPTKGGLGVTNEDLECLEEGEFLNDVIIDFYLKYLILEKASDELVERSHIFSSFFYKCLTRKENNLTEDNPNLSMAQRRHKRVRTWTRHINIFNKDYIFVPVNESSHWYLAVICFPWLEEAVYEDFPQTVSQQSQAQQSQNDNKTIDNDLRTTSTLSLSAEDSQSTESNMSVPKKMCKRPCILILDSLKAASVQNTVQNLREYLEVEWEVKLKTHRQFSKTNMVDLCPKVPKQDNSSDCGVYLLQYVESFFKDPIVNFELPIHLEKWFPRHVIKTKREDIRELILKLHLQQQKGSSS
SENP8 block-2 = SENP8 (human) protease inhibition | Q96LD8 | recombinant SENP8, Nedd8 substrate fluorescence | inhibition, % at 20 µM | 0.64% of 360,000 active | AID 602440; in the data active means inhibition mostly above about 40%, no sharp cut-off; inactive means mostly below about 27%
Apaf1 inhib = blocks human Apaf-1 apoptosome activity. O14727. reconstituted apoptosome caspase-3 activity, DEVD-Rh110 fluorescence. inhibition, % at 20 µM. 0.71% of 330,000 active. AID 489030; active means inhibition of at least 40% at 20 µM;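 further: plate controls were DMSO wells for no effect and DEVD-CHO caspase inhibitor wells for full effect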
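System – cell-free apoptosome with Apaf-1, procaspase-3 and caspase-9 · Buffer or medium – pH 7.5 Hepes buffer with CHAPS, BSA, DTT · Also added – cytochrome c with DEVD-Rh110 · Times – 30 min compound preincubation, 50 min activation, room temperature · Technique – Rh110 fluorescence intensity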
SENP1 inh = inhibitors of human SENP1 SUMO protease catalytic domain; Q9P0U3; 0.21% of 360,000 active; inhibition, % at 10 µM; recombinant SENP1 catalytic domain, CyPet-SUMO1-YPet FRET cleavage;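 active means inhibition at least 30% at 10 µM, raw YFP signal under a set limit, fluorescence ratio 0.5 to 1.5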;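 further: 0% = enzyme with DMSO and 100% = no enzyme wells; some results filed as inactive read as strong as hits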
Target sequence (Q9P0U3 419-644 limits assumed): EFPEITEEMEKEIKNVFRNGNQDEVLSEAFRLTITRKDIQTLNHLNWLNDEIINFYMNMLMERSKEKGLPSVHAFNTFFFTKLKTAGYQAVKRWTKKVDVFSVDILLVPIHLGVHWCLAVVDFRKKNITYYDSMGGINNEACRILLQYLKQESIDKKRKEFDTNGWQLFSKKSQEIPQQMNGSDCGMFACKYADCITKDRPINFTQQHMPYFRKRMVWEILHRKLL
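Test system: hSENP1 catalytic domain, recombinant; Amount: 20 pM final SENP1 enzyme; Medium: Tris pH 8 buffer plus EDTA, NaCl, BME, BSA, NP40, catalase; Schedule: 50 min enzyme reaction, room temperature, light-protected; Technique: FRET fluorescence in CFP and YFP emission channels; Controls: no-enzyme wells low, DMSO-plus-enzyme wells high control.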
SENP6 inh = blocks the human protease SENP6 | Q9GZR1 | Recombinant SENP6 catalytic domain, aminoluciferin luminescence | inhibition, % at 10 µM | 1.8% of 330,000 active;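 active means inhibition above about 50% at the single tested dose, limit read from the data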;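 further: plate controls were DMSO wells with enzyme for no effect and DMSO wells lacking enzyme for full effect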
HKDC1 inh = inhibitors of human hexokinase HKDC1. Q2TB90. recombinant HKDC1, G6PDH/diaphorase resazurin coupled fluorescence. inhibition, % at 20 µM. 0.16% of 340,000 active;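 active means inhibition above about 35% when tested at 20 µM, limit read from the data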;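 further: plate controls were DMSO wells with enzyme for no effect and DMSO wells lacking enzyme for full effect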
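Material – in-house recombinant HK5 (HKDC1) enzyme · Quantity – HKDC1 at 5 µg/mL · Buffer or medium – pH 8.0 Tris buffer with 10 mM MgCl2 · Reagent – glucose with 1 mM ATP · Dosing – single 20 µM dose · Times – reaction time 90 min, room temperature, protected from light · Technique – resorufin fluorescence at 613 nm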
* hit, by the source's call; . = not tested or not shown.

SMILES	SENP8 block-1	PfGluPho inh	SENP7 block	SENP8 block-2	Apaf1 inhib	SENP1 inh	SENP6 inh	HKDC1 inh
CN(CC(=O)Nc1cccc(F)c1)C(=O)c1cc(-c2ccccc2)nc2ccccc12	2	1	1	-23	18	-6	-18	7
N#Cc1ccccc1Sc1ccccc1C(=O)OCc1nnc(-c2ccccc2)o1	6	6	5	6	15	1	-7	0
CCOC(=O)C(NCc1ccccc1)(NC(=O)c1ccccc1)C(F)(F)F (stereo not drawn)	-1	6	-2	4	10	-5	-16	0
COc1ccc(NC(=O)COc2cccc(-n3cnnn3)c2)cc1	1	-14	0	20	-3	3	-4	-5
COc1ccc(N2CCN(C(=O)CN3C(=O)C4CC=CCC4C3=O)CC2)cc1 (stereo not drawn)	-10	1	-7	21	2	1	-2	0
O=C(Cc1ccc(NC(=O)C2CCCN(C(=O)C3CCCC3)C2)cc1)Nc1ccc(C(=O)N2CCOCC2)cc1 (stereo not drawn)	.	-16	.	7	.	1	.	-7
COc1ccc(Cl)cc1NC(=O)c1cnc2n(c1=O)CCS2	-2	-3	-4	-106	6	1	-12	-4
O=C(NNC(=O)c1cccc2ccccc12)c1ccc(Cl)c(Cl)c1	.	-6	.	10	.	3	.	-5
Cc1cccc(NC(=O)c2cccc3c2C(=O)c2ccccc2-3)c1	1	-23	0	29	-1	3	0	5
CCN(C(=O)COC(=O)c1oc2ccccc2c1C)c1c(N)n(Cc2ccccc2)c(=O)[nH]c1=O	1	-3	5	4	7	1	8	-5
COc1cccc2c(=O)n(CC(=O)NCCc3ccccc3)ccc12	4	-11	2	-30	-21	1	-10	1
Nc1nc(-n2cnnc2)nn1-c1ccccc1	1	-1	5	11	-24	-1	-12	-16
CCC1CCCCN1CCCNC(=O)c1ccc(N2CCOCC2)c(NS(=O)(=O)c2ccc(OC)cc2)c1 (stereo not drawn)	-3	-18	5	0	8	-18	-2	8
O=C(NCCSc1c[nH]c2ccccc12)c1ccc2c(c1)OCO2	2	5	0	20	3	-8	13	1
Cc1ccccc1OCCCCn1cnc2ccccc21	-7	7	-4	21	19	5	-10	3
Cn1cc(Br)c(C(=O)Nc2sc3c(c2C(N)=O)CCCC3)n1	-7	35	5	-235	9	-8	-17	5
Cc1ccccc1C(=O)NNC(=O)CSc1nnc(C)n1-c1ccccc1	-4	-8	-4	0	-5	2	-8	-2
Cc1ccc(Nc2nc(Cl)nc(N(C)C#N)n2)cc1	3	-14	4	15	-1	1	16	-7
CC(C)Cc1nnc(NC(=O)c2ccc(S(=O)(=O)N3CCCC3)cc2)s1	-3	-8	3	7	7	1	-11	-4
O=C(O)CSCCOc1ccc(OCCSCC(=O)O)cc1	3	-11	1	11	1	0	13	-10
CC1CCCN(CCCNC(=O)c2nn(C)c3c2CS(=O)(=O)c2ccccc2-3)C1 (stereo not drawn)	5	-9	2	9	31	1	9	1
Cc1cc(=O)n2nc(N3CCCC(C(=O)NCCc4ccc(Cl)cc4)C3)sc2n1 (stereo not drawn)	-12	2	0	0	-1	-2	-4	0
Cc1ccc(C)c(NC(=O)CCn2cnnn2)c1	0	-4	7	-3	-1	1	-10	-4
COc1cccc(N2C(=NC(=O)C3CCCCC3)SC3CS(=O)(=O)CC32)c1 (stereo not drawn)	3	12	3	6	-5	-2	-1	-3

For reference, 5 of the compounds above.
SMILES	SENP8 block-1	PfGluPho inh	SENP7 block	SENP8 block-2	Apaf1 inhib	SENP1 inh	SENP6 inh	HKDC1 inh
O=C(NNC(=O)c1cccc2ccccc12)c1ccc(Cl)c(Cl)c1	.	-6	.	10	.	3	.	-5
Cc1cccc(NC(=O)c2cccc3c2C(=O)c2ccccc2-3)c1	1	-23	0	29	-1	3	0	5
CCN(C(=O)COC(=O)c1oc2ccccc2c1C)c1c(N)n(Cc2ccccc2)c(=O)[nH]c1=O	1	-3	5	4	7	1	8	-5
COc1cccc2c(=O)n(CC(=O)NCCc3ccccc3)ccc12	4	-11	2	-30	-21	1	-10	1
Nc1nc(-n2cnnc2)nn1-c1ccccc1	1	-1	5	11	-24	-1	-12	-16

The results go on:
SMILES	SENP8 block-1	PfGluPho inh	SENP7 block	SENP8 block-2	Apaf1 inhib	SENP1 inh	SENP6 inh	HKDC1 inh
CN(C1CCS(=O)(=O)C1)S(=O)(=O)c1ccccc1[N+](=O)[O-] (stereo not drawn)	-15	-13	-6	2	-4	-1	-21	-9
Clc1c(-c2ccccc2)nnn1-c1ccccc1	76*	-70	77*	16	2	0	91*	14
Fc1ccc2[nH]c3c(N4CCc5ccccc5C4)ncnc3c2c1	-4	8	4	-471	8	-24	-40	1
CCc1cc2c3c(c1)C(C)CC(C)(C)N3C(=O)C2=O (stereo not drawn)	-3	4	-1	13	14	3	-20	-2
COc1cc(C(=O)NC(C)CCc2ccccc2)cc(OC)c1OC (stereo not drawn)	3	-15	-4	6	0	1	2	2
CCCOC1CCCN(C(=O)CCc2nnc(CCCCc3ccccc3)o2)C1 (stereo not drawn)	-8	-8	-5	3	10	5	-12	-5
NC(=O)C1CCN(C2CC(=O)N(c3ccc(F)c(Cl)c3)C2=O)CC1 (stereo not drawn)	-3	-15	0	12	-5	3	-6	0
Cc1ccc(CCC(=O)Nc2ccccc2C(=O)O)o1	3	10	0	9	-2	0	14	-3
CC(NC(=O)c1ccc(OC2CCN(Cc3ccccn3)CC2)cc1)c1ccccc1 (stereo not drawn)	4	8	1	18	-10	-1	-5	-8
COc1ccc(N2CCN(C(=O)CCc3nnc4ccc(N5CCCC5)nn34)CC2)cc1	4	16	18	5	4	0	-8	4
OCC1(CO)COC(CCc2ccccc2)=N1	6	8	3	8	-9	-1	13	-4
O=C(O)Cn1nnc2ccccc21	3	-18	10	17	-2	0	-12	0

Look-ups from above.
In PfGluPho inh, `CN(C1CCS(=O)(=O)C1)S(=O)(=O)c1ccccc1[N+](=O)[O-]` (stereo not drawn) is entered as -13
In SENP7 block, `Cc1ccc(CCC(=O)Nc2ccccc2C(=O)O)o1` is entered as 0
In SENP8 block-1, `CCCOC1CCCN(C(=O)CCc2nnc(CCCCc3ccccc3)o2)C1` (stereo not drawn) is entered as -8
In SENP7 block, `NC(=O)C1CCN(C2CC(=O)N(c3ccc(F)c(Cl)c3)C2=O)CC1` (stereo not drawn) is entered as 0
In SENP1 inh, `OCC1(CO)COC(CCc2ccccc2)=N1` is entered as -1
In Apaf1 inhib, `CCc1cc2c3c(c1)C(C)CC(C)(C)N3C(=O)C2=O` (stereo not drawn) is entered as 14

Part of the list above, as labelled records.
> O=C(O)Cn1nnc2ccccc21
  SENP8 block-1 = 3; PfGluPho inh = -18; SENP7 block = 10; SENP8 block-2 = 17; Apaf1 inhib = -2; SENP1 inh = 0; SENP6 inh = -12; HKDC1 inh = 0

> Clc1c(-c2ccccc2)nnn1-c1ccccc1
  SENP8 block-1 = 76*; PfGluPho inh = -70; SENP7 block = 77*; SENP8 block-2 = 16; Apaf1 inhib = 2; SENP1 inh = 0; SENP6 inh = 91*; HKDC1 inh = 14

Additional records.
SMILES	SENP8 block-1	PfGluPho inh	SENP7 block	SENP8 block-2	Apaf1 inhib	SENP1 inh	SENP6 inh	HKDC1 inh
Cc1ccccc1N1C(=O)CC(N(O)c2ccccc2)C1=O (stereo not drawn)	0	14	0	13	19	2	-3	2
O=C1N=C(N2CCCC2)S/C1=C\c1cccc(Br)c1	-8	12	-6	10	-4	-3	-10	8
CCN(CC)C(=O)C1CCN(C(=O)c2oc3ccc(C)cc3c2C)CC1	-1	7	3	11	12	4	-13	-3
Cc1ccc(S(=O)(=O)N2CCN(C(=O)c3sccc3C)CC2)cc1	-4	-10	-6	8	4	1	-2	-7
Cc1ccc(-c2nc3sc(C#N)c(N)n3c(=O)c2C#N)cc1	6	10	7	5	8	-15	-10	0
Cn1c(=O)c(C(=O)COC(=O)c2cc(C3CC3)nc3ccccc23)c(N)n(Cc2ccccc2)c1=O	2	21	-3	.	14	.	5	2
CC(C)(C)c1cc[n+](-c2[nH]c(=O)sc2/C=N/NC([S-])=Nc2ccccc2)cc1	4	31	4	25*	-15	46*	-2	8
Cc1cc(C(=O)Nc2ccc(Br)cc2F)n(-c2ccccc2)n1	-5	-15	1	8	7	-1	-23	2
COc1ccc(C(C)(C)C)cc1NC(=O)c1ccc[n+]([O-])c1	12	13	1	9	-5	1	10	-3
CCOc1cccc2sc(N(CCCN(C)C)C(=O)c3ccc(S(=O)(=O)N4CCc5ccccc5C4)cc3)nc12	-1	-6	15	12	62*	1	-16	-4
CN1c2ccc([N+](=O)[O-])cc2N(C)C1(C)c1ccccc1 (stereo not drawn)	2	16	-4	23	12	26	9	7

Outcome played no part in choosing rows; overall some 3.6% were active at least once.
